Assay outcomes (PubChem)
ERp5 block: ERp5 (human) disulfide isomerase inhibition. ERp5 insulin aggregation, absorbance 650 nm, 90 min. inhibition, % at 9.99 µM. 350,000 tested, 0.05% active. AID 651711;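 active = mean replicate inhibition above about 25%, with every replicate also reaching it, limit read from the data, passing the limit was not always enough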
Target sequence (Q15084 whole entry, looked up): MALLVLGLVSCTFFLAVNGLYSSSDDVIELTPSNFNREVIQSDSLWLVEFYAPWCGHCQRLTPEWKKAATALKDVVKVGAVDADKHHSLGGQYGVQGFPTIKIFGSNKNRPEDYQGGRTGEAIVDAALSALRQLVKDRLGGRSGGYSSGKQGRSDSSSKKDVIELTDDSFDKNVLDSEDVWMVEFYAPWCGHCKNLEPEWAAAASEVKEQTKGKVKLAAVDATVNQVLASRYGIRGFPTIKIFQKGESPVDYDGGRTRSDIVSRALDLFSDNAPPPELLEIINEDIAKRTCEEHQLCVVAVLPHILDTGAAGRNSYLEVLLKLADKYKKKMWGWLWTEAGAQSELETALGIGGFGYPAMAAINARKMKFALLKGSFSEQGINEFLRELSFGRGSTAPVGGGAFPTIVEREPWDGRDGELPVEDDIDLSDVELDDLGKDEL
ARNT TACC3 PPI: disruptors of human ARNT/TACC3 interaction; Q9Y6A5; AlphaScreen His-ARNT PAS-B/GST-TACC3 binding, luminescence; TACC3 fragment carries E629A point mutation; inhibition, % at 9.99 µM; 390,000 tested, 0.66% active; AID 623870;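 active = mean inhibition of replicates at least 50% and at least half of replicates each reaching 50%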;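 note: 0% = complete ARNT plus TACC3 wells and 100% = ARNT alone without TACC3; many hits fall short of the cut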
RAD54 inh: RAD54 (human) branch migration inhibition; inhibition, % at 10.4 µM; 360,000 tested, 0.14% active; AID 602329; RAD54 Holliday junction branch migration, FAM/BHQ fluorescence; Q92698;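 active = mean normalized replicate activity at least 40 and at least half of replicates scoring 40 or more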;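 note: 0% = median of neutral control wells and 100% = median of positive control wells; inhibitors cause a drop in the FAM fluorescence signal; in these data hits start at about 50%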
RAD52 anneal inh: inhibitors of human RAD52 DNA annealing | P43351 | recombinant RAD52 DNA annealing, FRET fluorescence | inhibition, % at 18.7 µM | 360,000 tested, 0.46% active;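 active = every replicate showing at least 50% inhibition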
E-sel inducer: E-selectin induction on HUVECs | P16581 | HUVEC E-selectin immunofluorescence imaging; normalized: neutral wells 0, TNF-alpha wells 100 | activation, % at 7.58 µM | 260,000 tested, 0.37% active;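 active = mean E-selectin-positive cell signal at least 10% of the positive control, reached in at least 60% of replicates, without over 20% cell loss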;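 note: in these data hits start at about 27%; measured in HUVEC primary endothelial cells; signal is the percent of cells scored E-selectin positive by PE staining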
Target sequence (P16581 whole entry, looked up): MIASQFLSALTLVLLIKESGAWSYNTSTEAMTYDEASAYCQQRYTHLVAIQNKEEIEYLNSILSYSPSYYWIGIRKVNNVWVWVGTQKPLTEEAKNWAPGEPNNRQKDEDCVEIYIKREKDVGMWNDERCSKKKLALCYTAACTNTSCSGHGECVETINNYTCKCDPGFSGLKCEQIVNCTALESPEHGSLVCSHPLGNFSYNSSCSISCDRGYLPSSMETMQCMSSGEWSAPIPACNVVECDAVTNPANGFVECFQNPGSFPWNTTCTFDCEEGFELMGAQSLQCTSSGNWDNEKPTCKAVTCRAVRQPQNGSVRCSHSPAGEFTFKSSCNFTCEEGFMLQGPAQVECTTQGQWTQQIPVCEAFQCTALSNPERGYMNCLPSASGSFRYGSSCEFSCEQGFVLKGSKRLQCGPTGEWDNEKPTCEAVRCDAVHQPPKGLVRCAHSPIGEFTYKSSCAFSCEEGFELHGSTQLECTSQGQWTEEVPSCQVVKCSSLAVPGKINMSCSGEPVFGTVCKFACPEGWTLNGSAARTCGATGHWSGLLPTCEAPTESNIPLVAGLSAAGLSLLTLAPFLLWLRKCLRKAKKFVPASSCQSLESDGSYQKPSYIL
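material = human umbilical vein endothelial cells (HUVEC), E-selectin induction | quantity = 3,000 cells/well | medium = EGM-2 growth medium on 0.1% gelatin-coated wells | technique = immunofluorescence imaging | read-out basis = % PE-positive cells | control set = TNF-alpha positive control, DMSO neutral control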
CASP6 VEID inh: blocks human caspase-6 cleavage activity; P55212; purified caspase-6, Z-VEID-R110 cleavage fluorescence; inhibition, % at 12.5 µM; 350,000 tested, 0.53% active;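 active = mean inhibition across replicates at least about 35%, with every replicate also reaching that limit, limit read from the data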;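 note: 0% = median of neutral control wells and 100% = no fluorescence left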
PglD inh: inhibitors of Campylobacter jejuni PglD acetyltransferase. 360,000 tested, 0.098% active. purified PglD enzyme, DTNB colorimetric CoA detection. AID 602405. inhibition, % at 12.5 µM; in the data active = inhibition above about 16%, passing the limit was not always enough; note: strong numbers were not always called active
esBAF inh: inhibitors of esBAF chromatin remodeling in mouse ES cells; 350,000 tested, 2% active; AID 602393; reporter increase, % at 12.5 µM; Bmi1-luciferase knock-in reporter, 24 h; 100% = twice the neutral-well signal; in the data active = activation above about 40%;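 note: 0% = median of the plate's neutral control wells and 100% = double that signal; a rise in the Bmi1 reporter signal indicates esBAF inhibition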
The depositor's hits bear a star; · = no result given; & = joins results of further samples; ! = not active in a repeat.

SMILES	ERp5 block	ARNT TACC3 PPI	RAD54 inh	RAD52 anneal inh	E-sel inducer	CASP6 VEID inh	PglD inh	esBAF inh
C[C@@H]1CN([C@@H](C)CO)C(=O)c2cc(NS(=O)(=O)c3ccc(F)cc3)ccc2O[C@H]1CN(C)C(=O)Nc1ccc(F)cc1	5	2	-10	16	-0.2	·	-4	-7
Fc1ccccc1-c1n[nH]c(=S)n1C1CC1	4	-3	6	-17	·	0	2	5
CC1Cc2ccccc2N1C(=S)NC(=O)c1ccco1 (centres undefined)	0	5	·	-15	-0.1	2	·	·
O=C(Cn1nnc2ccccc2c1=O)NCc1ccco1	·	-3	1	·	·	·	1	3
O=C(CCC1CCCC1)NCCS(=O)(=O)N1CCN(c2ccc(F)cc2)CC1	6	8	·	-4	-1.3	0	·	·
O=C(CSc1n[nH]c(-c2cccnc2)n1)Nc1ccc([N+](=O)[O-])cc1	1	-6	-5	-14	·	-2	4	-2
Cc1ccc(C(C)C)c(OCC(=O)Nc2ccc3c(c2)nc(CCN2CCCCC2)n3C)c1	-9	3	18	19	·	-22	-1	-9
CCOC(=O)C(O)(CC(=O)Nc1ccc(Cl)cc1Cl)C(F)(F)F (centres undefined)	·	-9	5	·	·	·	1	-10
C[C@H](CO)N1C[C@H](C)[C@@H](CN(C)C(=O)Cc2ccncc2)Oc2cc(C3=CCCC3)ccc2S1(=O)=O	-4	1	-3	-1	0.0	-1	-2	-1
CCCCOC(=O)c1ccc(NC(=O)c2nn(C)cc2Br)cc1	·	-1	17	·	·	·	-1	33
O=C(CN1CCN(Cc2cccc3ccccc23)CC1)NCCc1ccccc1	-2	3	-8	-10	0.3	-4	-5	1
COc1cccc(CNC(=O)[C@@H]2CCCN2C(=O)[C@@H]2CCCN2C(=O)c2cccc(Cl)c2)c1	3	·	·	-9	0.1	-7	·	·
O=C(Cn1ncc2c1-c1ccccc1OC2)N1CCN(Cc2ccccc2)CC1	7	-2	·	-25	1.3	-1	·	-1
Cc1nn(-c2ccccc2)cc1/C=N/NS(=O)(=O)c1ccccc1	5	·	·	-1	-0.8	3	·	·
CNC[C@H]1Oc2cc(C#CCN(C)C)ccc2S(=O)(=O)N([C@H](C)CO)C[C@@H]1C	-13	0	-10	21	-0.7	-2	2	-1
COc1cccc(NC(=O)CN(C)CC(=O)Nc2ccccc2-c2ccccc2)c1	11	-7	-3	-21	0.2	-5	-3	1
CCOc1ccccc1NC(=S)N1CCN(c2ccc(O)cc2)CC1	-1	-14	-7	-17	-0.2	4	-1	-6
Cc1noc(C)c1NC(=O)N(C)C[C@@H]1OCCCC[C@@H](C)Oc2ccc(NC(=O)Nc3ccc(C(F)(F)F)cc3)cc2C(=O)N([C@H](C)CO)C[C@@H]1C	-5	-5	5	-5	0.0	-2	4	-1
O=C(CCN1CCOCC1)Nc1ccc2c(c1)N(C(=O)CN1CCOCC1)c1ccccc1CC2	0	-4	-3	-14	·	-3	3	-5
CC1(C)CC(=O)C(C=NCC2CCN(C(=S)Nc3cccc(Cl)c3)CC2)=C(O)C1	-5	0	1	-22	0.5	4	0	-2
COc1ccc(S(=O)(=O)N(C)C[C@H]2Oc3ccc(NC(=O)CCC(F)(F)F)cc3C(=O)N([C@@H](C)CO)C[C@H]2C)cc1	2	-6	-6	-3	-29	-1	1	-1
Cc1c(Cl)cnc(NC(=O)COC(=O)c2cccc(S(=O)(=O)N3CCOCC3)c2)c1Cl	-5	·	-7	10	0.0	5	-7	-1
CCN(C(=O)c1ccc2c(SCC(=O)O)c3c(nc2c1)CCC3)c1cc(Cl)ccc1OC	0	-1	0	-14	·	15	-4	-5
O=C(C1=C[C@H](C2CCCCC2)C[C@H](OCc2ccc(CO)cc2)O1)N1CCOCC1	3&3	-1&4	1&4	10&-8	0.0	-2&0	0&5	8
FC(F)(F)c1ccc(Cl)c(NC(=S)N/N=C/c2ccccc2Cl)c1	-1	·	0	-26	·	-1	-3	·

Next section.
SMILES	ERp5 block	ARNT TACC3 PPI	RAD54 inh	RAD52 anneal inh	E-sel inducer	CASP6 VEID inh	PglD inh	esBAF inh
CS(=O)(=O)Nc1ccc2c(c1)[C@H]1C[C@H](CC(=O)NCc3ccc(Oc4ccccc4)cc3)O[C@@H](CO)[C@H]1O2	-2	-4	-14	2	-0.2	-3	2	10
O=C(CNC(=O)c1ccco1)Nc1ccc(Cl)cc1	1	4	-7	-16	0.0	-2	0	39
CC(C)n1cnc2c(Nc3ccc(F)c(Cl)c3)nc(NCCO)nc21	2	-6	6	-6	·	2	-6	11
CC(=O)NCCn1c(SCC(=O)NC2CCCCC2)nc2ccccc2c1=O	-2	2	·	2	-3.2	2	·	-7
CCCSc1nc2c(c(=O)n(C)c(=O)n2C)n1C	1	·	·	-15	2.1	2	·	·
C=CCOc1ccc(C2CC(C)=NN2c2ccccc2)cc1 (centres undefined)	-2	-2	·	10	0.3	1	·	·
CN(C)C(=O)c1cccc(-c2ccccc2[C@@H]2[C@@H](C#N)N(C(=O)C3CCCC3)[C@@H]2CO)c1	6	·	·	2	0.1	3	·	·
CCC(=O)N1[C@H](C#N)[C@@H](c2ccccc2-c2ccccc2)[C@@H]1CO	-3	·	·	-8	-0.1	3	·	·
COc1cc(NC(=O)c2ccco2)c(OC)cc1NC(=O)CSc1ncc(-c2ccc(F)cc2)[nH]1	·	-15	9	·	·	·	-1	-3
CSc1ncnc2c1ncn2CCCN1CCN(C(=O)C2CC2)CC1	-3	·	7	0	0.1	2	-2	-4
CCOC(=O)c1sc(SC)c(C(C)=O)c1C	·	15	-18	·	·	·	-6	-7
Cc1nc(NC(C)c2ccccc2)sc1C(=O)Nc1ccccc1 (centres undefined)	2	6	·	-16	-0.2	5	·	9
Cc1noc(C)c1COc1ccc(CC(=O)NCCc2ccccc2)cc1	20	1	·	5	0.7	-2	·	·
COc1cc(C(=O)NC(=S)Nc2ccc(Cc3ccncc3)cc2)cc(OC)c1OC	3	-1	-11	-22	0.5	-5	-3	-7
O=C(NNC1=NCCC1)c1cccc(S(=O)(=O)N2CCCCC2)c1	-3	31	·	-3	·	-1	·	0
COc1ccc(C2CC(=O)Nc3cc(OC)c(OC)cc32)cc1 (centres undefined)	-2	·	2	-2	·	1	-5	-3
COC(=O)c1cc(-c2ccc(S(=O)(=O)N3CCCC(C)C3)cc2)c(C(F)(F)F)s1 (centres undefined)	2	-4	·	-3	0.4	-1	·	·
O=C(NNC(=S)Nc1ccccc1)C1CC1	·	6	-2	·	·	·	6	-4
CCC(NC(=O)c1ccccc1NC(=O)c1ccc(OC)cc1)C(=O)N1CCCC1 (centres undefined)	3	-2	·	-22	0.0	0	·	·
COc1ccccc1C(c1c(O)nc(SC)[nH]c1=O)c1c(O)nc(SC)[nH]c1=O	1	-3	-2	-16	·	0	12	-4
CSc1ncccc1C(=O)OCC(=O)NCCc1ccccc1	3	·	-5	-17	·	3	-5	-6
C[C@H](CO)N1C[C@H](C)[C@@H](CN(C)C(=O)Nc2ccc(N3CCN(C)CC3)cc2)OCc2cn(nn2)CCCC1=O	-1&1	-7	5	66*!	0.0&0.8	1&-59	2	-2
C[C@H](CO)N1C[C@H](C)[C@H](CN(C)C(=O)CN2CCOCC2)Oc2ncc(C#C[C@@H](C)O)cc2C1=O	2	-12	6	6	·	0	2	0
COc1ccc(C(CCc2ccc(C)o2)NC(=O)Nc2ccc(OC)cc2OC)cc1 (centres undefined)	·	-2	-9	·	·	·	-2	-1
O=C(NC(=S)N1CCCCC1)c1cccnc1	·	-2	10	·	·	·	4	-3

Arranged by SMILES length (lowest first): twelve of the compounds above
SMILES	ERp5 block	ARNT TACC3 PPI	RAD54 inh	RAD52 anneal inh	E-sel inducer	CASP6 VEID inh	PglD inh	esBAF inh
O=C(NNC(=S)Nc1ccccc1)C1CC1	·	6	-2	·	·	·	6	-4
O=C(NC(=S)N1CCCCC1)c1cccnc1	·	-2	10	·	·	·	4	-3
CCOC(=O)c1sc(SC)c(C(C)=O)c1C	·	15	-18	·	·	·	-6	-7
O=C(CNC(=O)c1ccco1)Nc1ccc(Cl)cc1	1	4	-7	-16	0.0	-2	0	39
C=CCOc1ccc(C2CC(C)=NN2c2ccccc2)cc1 (centres undefined)	-2	-2	·	10	0.3	1	·	·
COc1ccc(C(CCc2ccc(C)o2)NC(=O)Nc2ccc(OC)cc2OC)cc1 (centres undefined)	·	-2	-9	·	·	·	-2	-1
COc1cc(C(=O)NC(=S)Nc2ccc(Cc3ccncc3)cc2)cc(OC)c1OC	3	-1	-11	-22	0.5	-5	-3	-7
CCC(=O)N1[C@H](C#N)[C@@H](c2ccccc2-c2ccccc2)[C@@H]1CO	-3	·	·	-8	-0.1	3	·	·
COc1cc(NC(=O)c2ccco2)c(OC)cc1NC(=O)CSc1ncc(-c2ccc(F)cc2)[nH]1	·	-15	9	·	·	·	-1	-3
CN(C)C(=O)c1cccc(-c2ccccc2[C@@H]2[C@@H](C#N)N(C(=O)C3CCCC3)[C@@H]2CO)c1	6	·	·	2	0.1	3	·	·
C[C@H](CO)N1C[C@H](C)[C@H](CN(C)C(=O)CN2CCOCC2)Oc2ncc(C#C[C@@H](C)O)cc2C1=O	2	-12	6	6	·	0	2	0
C[C@H](CO)N1C[C@H](C)[C@@H](CN(C)C(=O)Nc2ccc(N3CCN(C)CC3)cc2)OCc2cn(nn2)CCCC1=O	-1&1	-7	5	66*!	0.0&0.8	1&-59	2	-2

More compounds:
SMILES	ERp5 block	ARNT TACC3 PPI	RAD54 inh	RAD52 anneal inh	E-sel inducer	CASP6 VEID inh	PglD inh	esBAF inh
C[C@H](CO)N1C[C@H](C)[C@H](CN(C)C(=O)c2cccnc2)Oc2ncc(C3=CCCC3)cc2C1=O	5	-3	-2	1	0.0	2	-2	3
COc1ccc(/C=N/NC(=O)c2ccc(Br)cc2)c(OC)c1	5	12	11	-10	·	-1	-6	1
O=S(=O)(NCc1ccccc1)c1cccs1	·	2	2	·	·	·	1	4
O=C1C=C(c2cc(Cl)cc(Cl)c2)C[C@@H](c2ccc3c(c2)OCO3)C1	10	-6	0	-30	-0.1	2	3	4
CCCN(C)C[C@@H]1Oc2cc(-c3ccc(F)cc3)ccc2S(=O)(=O)N([C@H](C)CO)C[C@@H]1C	·	7	1	10	·	-3	-1	-2
C[C@H](CO)N1C[C@H](C)[C@H](CN(C)C)Oc2cc(C#CC3CCCCC3)ccc2S1(=O)=O	0	14	-5	32	0.4	-1	5	-8
COC(=O)c1ccc(C(C(=O)NCc2ccccc2)N(Cc2ccco2)C(=O)c2cnccn2)cc1 (centres undefined)	·	-10	0	·	·	·	7	-2
COc1cccc(N2CCN(C(=O)c3ccc4nc(N5CCCCC5)sc4c3)CC2)c1	-4	·	2	0	0.1	1	-2	64*
COCC#Cc1cnc2c(c1)C(=O)N([C@H](C)CO)C[C@@H](C)[C@H](CN(C)C(=O)Nc1cc(F)ccc1F)O2	1	-3	-3	-11	0.2	3	-1	-3
Cc1nn(C)cc1/C=C1\SC(=S)NC1=O	·	-3	-17	·	·	·	6	-4
CCOC(=O)c1ccc(NC(=O)c2nn(CC)cc2Br)cc1	5	·	-6	6	·	4	2	30
CC1(C)CC(=O)c2cnc(NC(=O)CCc3ccccc3)nc2C1	·	-4	7	·	·	·	0	5
Cc1ccc(S(=O)(=O)c2cc3c(=O)n4cccc(C)c4nc3n(CCc3ccccc3)c2=N)cc1C	-9	-4	0	-8	0.0	1	-1	-4
C=CCn1c(COc2ccc(F)cc2)nnc1SCC(=O)NC1CC1	2	2	·	-2	-0.4	-1	·	·
Cc1c(C(=O)Nc2ccc(N3CCOCC3)cc2)cccc1[N+](=O)[O-]	-2	-3	·	-1	-0.1	2	·	·
Cc1ccc(CN2CC(N3CCCCC3)CS2(=O)=O)cc1 (centres undefined)	-8	·	4	-11	·	1	3	0
NNC(=O)Cn1nc(Cc2ccccc2)n(N)c1=O	-15	2	1	-20	·	-1	3	-9
